USP2a inhib: qHTS Assay for Inhibitors of Ubiquitin-specific Protease USP2a; Potency, µM (top dose mostly 38.3 µM), for inactives: top-dose activity change, negative = inhibition, actives largely listed as inhibitors; Ubiquitin carboxyl-terminal hydrolase 2 (Homo sapiens), O75604; USP2a enzymatic assay, qHTS inhibition; actives 0.1% (n = 60,000);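 note: potency is the fitted concentration of half-maximal effect; nearly all actives have a fitted effect of over 60% in size; plate controls were DMSO for no effect and NEM full inhibition control for full effect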
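Inhibition is measured in a cell-free coupled assay with 20 nM USP2 core, 20 nM Ub-PLA2 and 20 uM NBD C6-HPC, 2.5 h incubation. Activity normalized to NEM control.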
TexasRed autofl: qHTS Assay for Spectroscopic Profiling in Texas Red Spectral Region; Compound fluorescence, Texas Red channel, 547/618 nm; active compounds read high; max dye-equivalent concentration, M; actives 0.06% (n = 59,000); AID 587, 2007; in the data active = max dye-equivalent concentration above about 10 nM; inconclusive = between about 1.1 nM and that limit
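Texas Red-region profiling: compounds in 100 mM Tris pH 8.0 were read at 547/618 nm after 15 min at room temperature. Intensities were normalized against a six-point Texas Red standard series to give dye-equivalent concentration.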
HADH2 inhib: qHTS Assay for Inhibitors of HADH2 (Hydroxyacyl-Coenzyme A Dehydrogenase, Type II); 3-hydroxyacyl-CoA dehydrogenase type-2 (Homo sapiens), Q99714; recombinant HADH2, NADH fluorescence, beta-hydroxybutyryl-CoA; Potency, µM (highest dose often 57.1 µM), for inactives: at the top dose activity change, negative = inhibition, actives largely listed as inhibitors; actives 3.4% (n = 73,000); AID 886, 2007; note: potency is the fitted concentration of half-maximal effect; % is set by controls: 0 for no effect and ±100 for the full control effect; nearly all actives have a fitted effect of over 60% in size; many of its hits are not listed in these tables
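Read-out: 360 nm excitation, 450 nm emission, kinetic over 4 min. Conditions: His-tagged human HADH2 20 nM, pH 9.0 Tris with Tween-20, 1 mM NAD+, 90 uM beta-hydroxybutyryl-CoA.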
Fluorescein fluor: qHTS Assay for Spectroscopic Profiling in Fluorescein Spectral Region; Compound autofluorescence, 480/540 nm, fluorescein-equivalent; active compounds read high; max fluorescein-equivalent concentration, M; actives 0.91% (n = 59,000); AID 593, 2007; in the data active = max fluorescein-equivalent concentration above about 10 nM; inconclusive = between about 1.1 nM and that limit
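In this qHTS profile, compound fluorescence was measured with a 480 nm/540 nm filter pair following a 15-min room-temperature incubation in 100 mM Tris (pH 8.0). A six-point fluorescein series on each plate served for normalization.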
ERK AVP block: qHTS Assay for Inhibitors of the ERK Signaling Pathway using a Homogeneous Screening Assay. HEK293-V1b, vasopressin-stimulated pERK AlphaScreen. Potency, µM (doses to about 57.5 µM), for the others: at the highest dose activity, negative = inhibition, hits mostly inhibitors. actives 0.99% (n = 72,000). AID 995, 2007; note: potency is the fitted concentration of half-maximal effect; % is set by controls: 0 for no effect and ±100 for the full control effect; nearly all actives have a fitted effect of over 55% in size
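HEK293 cells stably expressing V1b receptor, preincubated 30 min at 37 °C with compound, then stimulated 5 min with 25 nM vasopressin. Phospho-ERK by AlphaScreen SureFire after 5 h RT; normalized to DMSO and vasopressin; AC50 by Hill fit.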
FLuc inh: qHTS Assay for Inhibitors of Firefly Luciferase. purified firefly luciferase, luminescence, 8 min. Potency, µM (series often up to 57.1 µM), for the others: top-dose activity change, negative = inhibition, actives largely listed as inhibitors. actives 2.2% (n = 72,000); note: potency is the fitted concentration of half-maximal effect; % is set by controls: 0 for no effect and ±100 for the full control effect; nearly all actives have a fitted effect of over 40% in size
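Compounds were tested as concentration series (qHTS) against purified P. pyralis luciferase with luciferin and 10 uM ATP in 50 mM imidazole pH 7.2, 50 mM KCl, 7 mM MgCl2, 0.01% Tween 20, 0.05% BSA. Luminescence was read after 8 min at ambient temperature.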
Rhodamine autofl: qHTS Assay for Spectroscopic Profiling in Rhodamine Spectral Region; Rhodamine-region fluorescence, 547/598 nm, Tris buffer; active compounds read high; max dye-equivalent concentration, M; actives 0.05% (n = 59,000); in the data active = max dye-equivalent concentration above about 11 nM; inconclusive = between about 1.1 nM and that limit
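A six-point rhodamine series on each plate calibrates the signal. Compounds sit in 100 mM Tris (pH 8.0) for 15 min at ambient temperature before imaging through 547 nm/598 nm filters.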
HEK293 cAMP ctrl: qHTS Assay for Agonists of the Thyroid Stimulating Hormone Receptor: Activators of Intracellular cAMP Concentrations in Parental HEK 293; parental HEK293 CNG cAMP sensor, membrane potential fluorescence; Potency, µM (highest dose often 57.1 µM), for inactives: top-dose activation, actives largely listed as activators; actives 2.5% (n = 73,000); note: potency is the fitted concentration of half-maximal effect; % of control where 0% means no effect; nearly all actives have a fitted effect of over 55% in size
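Parental HEK 293 cells stably expressing a modified CNG channel (no TSHR) report cAMP rise as membrane depolarization. Membrane potential dye with 100 uM RO 20-1724 was loaded for 60 min at room temperature, then compound added for 30 min; fluorescence read at 590 nm.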
Tau fil binding: qHTS Assay for Tau Filament Binding; Microtubule-associated protein tau (Homo sapiens), P10636; recombinant tau filaments, thioflavin S fluorescence, 15 h; filaments grown with octadecylsulfate alongside compound; Potency, µM (top dose mostly 57.1 µM), without a hit: at the highest dose activity change, negative = inhibition; actives 2% (n = 71,000); AID 596, 2007;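 note: potency is the fitted concentration of half-maximal effect; % is set by controls: 0 for no effect and ±100 for the full control effect; actives lower thioflavin S fluorescence by blocking filaments or displacing dye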
Target sequence (P10636 whole entry, looked up): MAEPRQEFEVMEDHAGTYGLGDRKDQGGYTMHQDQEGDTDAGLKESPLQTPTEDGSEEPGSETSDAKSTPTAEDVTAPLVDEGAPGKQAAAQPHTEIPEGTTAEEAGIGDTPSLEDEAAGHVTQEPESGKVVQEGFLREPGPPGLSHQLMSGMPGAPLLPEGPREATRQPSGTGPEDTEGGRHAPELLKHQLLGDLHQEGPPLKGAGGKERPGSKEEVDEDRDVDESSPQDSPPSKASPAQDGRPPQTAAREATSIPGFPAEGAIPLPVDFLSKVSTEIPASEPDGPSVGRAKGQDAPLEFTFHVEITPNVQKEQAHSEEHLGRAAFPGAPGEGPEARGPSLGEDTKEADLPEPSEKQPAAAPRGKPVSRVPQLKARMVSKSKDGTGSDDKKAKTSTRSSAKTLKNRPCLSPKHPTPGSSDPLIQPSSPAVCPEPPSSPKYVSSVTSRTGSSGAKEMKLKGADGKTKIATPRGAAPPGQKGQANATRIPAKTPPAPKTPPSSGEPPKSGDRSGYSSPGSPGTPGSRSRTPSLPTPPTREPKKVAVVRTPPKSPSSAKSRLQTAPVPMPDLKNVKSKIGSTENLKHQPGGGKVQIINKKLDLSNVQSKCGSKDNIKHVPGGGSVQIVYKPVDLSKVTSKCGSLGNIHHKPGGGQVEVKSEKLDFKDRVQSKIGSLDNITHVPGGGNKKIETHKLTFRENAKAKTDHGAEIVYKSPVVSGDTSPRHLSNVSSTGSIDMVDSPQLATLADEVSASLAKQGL
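Read-out: ThS fluorescence, 450 nm excitation/510 nm emission; lower signal marks blocked filament formation or displaced dye. Tau at 1 uM with 30 uM ODS, 10 uM ThS, 5 mM DTT, 100 mM NaCl, 10 mM HEPES pH 7.4; 15 h, 37 C.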
Caspase-1 inhib: qHTS Assay for Allosteric/Competitive Inhibitors of Caspase-1; P29466; Caspase-1 enzyme, Ac-WEHD-AFC fluorogenic rate; Potency, µM (highest dose often 57.5 µM), for the others: at the top dose activity change, negative = inhibition, hits mostly inhibitors; actives 0.03% (n = 75,000);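 note: potency is the fitted concentration of half-maximal effect; plate controls were vehicle for no effect and no substrate for full effect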
Target sequence (P29466 120-297 limits assumed): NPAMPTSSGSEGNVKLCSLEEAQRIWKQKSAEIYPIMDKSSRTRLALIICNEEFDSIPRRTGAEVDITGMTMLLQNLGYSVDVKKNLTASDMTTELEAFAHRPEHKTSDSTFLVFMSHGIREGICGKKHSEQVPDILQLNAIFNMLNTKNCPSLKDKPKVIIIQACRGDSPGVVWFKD
Target sequence (P29466 317-404 limits assumed): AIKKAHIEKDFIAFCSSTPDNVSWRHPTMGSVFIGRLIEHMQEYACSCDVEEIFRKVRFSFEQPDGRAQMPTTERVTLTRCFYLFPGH
Casp7 inh: qHTS Assay for Allosteric/Competitive Inhibitors of Caspase-7; P55210; recombinant caspase-7, Ac-DEVD-AFC fluorescence rate; Potency, µM (doses to about 57.5 µM), without a hit: at the highest dose activity change, negative = inhibition, usual class: inhibitors; actives 0.02% (n = 75,000); AID 889, 2007; active = well fitted inhibition curve with a large enough effect in the main read-out, with a control signal flat, not every such curve was filed as active; inconclusive = small, poorly fitted or top-dose-only effect, or a change in a side signal; note: potency is the fitted concentration of half-maximal effect; % of control where 0% means no effect
Starred values were filed as active, the others as inactive; i = inactive; u = inconclusive; x = no result given; [ ] = remark or other dose. Unless noted, calls come from the whole dose curve; as a rule, active = well fitted curve in the direction sought with a large enough effect; inconclusive = small, poorly fitted or top-dose-only effect, or another doubt; inactive = no such curve, though single readings can be large; an effect the other way counts as inactive or inconclusive. Some of the compounds tested. The share of hits here may be higher or lower than overall.

SMILES	USP2a inhib	TexasRed autofl	HADH2 inhib	Fluorescein fluor	ERK AVP block	FLuc inh	Rhodamine autofl	HEK293 cAMP ctrl	Tau fil binding	Caspase-1 inhib	Casp7 inh
CC1CCN(C(C(=O)Nc2ccc3c(c2)OCO3)c2ccccc2)CC1 (configuration not stated)	x	x	-6%	x	-14%	1%	x	21%	16%	4%	-1%
COc1cccc(C2(O)CCN(C(=O)C3CC3)CC2)c1	4%	i	8%	i	-8%	2%	i	14%	14%	2%	0%
Cc1ccc2c(c1)c1c3n2CCN[C@H]3CCC1	6%[17.1 µM]	u	-17%	i	u	-1%	i	1%	u	0%	-2%
O=S(c1ccsc1)c1ccsc1	-7%	i	1%	u	-17%	-1%	i	0%	2%	0%	1%
CCOC(=O)c1ccc2nc(NC(=O)C(C)C)sc2c1	x	x	3%	x	x	2%	x	34%	5%	-6%	-8%
c1ccc(C(NCCNC(c2ccccc2)c2ccccc2)c2ccccc2)cc1	x	x	4%	x	0%	x	x	u	x	-1%	-1%
Nc1ccccc1S(=O)(=O)O	x	x	-10%	x	-7%	x	x	18%	-1%	-1%	0%
COc1ccc(OC)c(NC(=O)C2CCCN(S(=O)(=O)c3c(C)noc3C)C2)c1 (configuration not stated)	14%	i	3%	i	15%	1%	i	-1%	25µM*	-2%	3%
FC(F)(F)c1ccccc1-c1nccc(-n2ccnc2)n1	-8%	i	-19%	i	-18%	-1%[2.29 µM]	i	27%	-5%	-8%	-9%
CCN(CC)C(=O)C1=C(C)NC(=O)NC1c1c(F)cccc1Cl (configuration not stated)	-1%	i	7%	i	3%	5%	i	2%	7%	0%	0%
CCS(=O)(=O)N1CCC(C(=O)NCc2ccco2)CC1	-5%	i	-1%	u	4%	-2%	i	8%	-1%	1%	0%
CCOC(=O)N1CCN(S(=O)(=O)c2ccc3[nH]c(=O)sc3c2)CC1	12%	i	0%	u	22%	-1%	i	19%	-4%	2%	0%
COC(=O)c1ccc(CSc2nc3c(cnn3-c3ccc(C)cc3)c(=O)[nH]2)o1	-25%	i	-12%	u	10%	2%	i	2%	165%	-1%	1%
CC12C(=O)N(c3ccccn3)C(=O)C1C1C=CC2C1 (configuration not stated)	x	x	-4%	x	-6%	1%	x	4%	8%	0%	0%
Cc1[nH]nc(N=CC2=C(O)CC(C)(C)CC2=O)c1-c1ccccc1	13%	i	1%	u	-5%	-14%	i	6%	-3%	-4%	1%
O=C(CSc1nc2ccccc2s1)NCCCN1CCOCC1	x	i	15%	i	26%	-4%	i	8%	-16%	0%	-1%
Cc1occc1-c1nnc(SCC(=O)Nc2ccccc2)n1C(C)c1ccccc1 (configuration not stated)	29%	u	4%	u	u	-2%	i	31%	-20%	-1%	-2%
CCOC(=O)C1CCN(c2c(NCc3ccc(C(=O)NCCC(C)C)cc3)c(=O)c2=O)CC1	22%	u	-3%	i	20%	1%	i	3%	-4%	2%	-1%
CCOC(=O)Nc1ccc2c(c1)N(C(=O)CN1CCN(C)CC1)c1ccccc1S2	10%	u	u	i	2%	4%	i	11%	-25%	0%	-1%
C=CCSc1nncn1/N=C/c1ccc(OC)cc1	-7%	i	-2%	u	-4%	25µM*	i	1%	9%	1%	-4%

Quoted at random: five records from the list, in no set order.
SMILES	USP2a inhib	TexasRed autofl	HADH2 inhib	Fluorescein fluor	ERK AVP block	FLuc inh	Rhodamine autofl	HEK293 cAMP ctrl	Tau fil binding	Caspase-1 inhib	Casp7 inh
Cc1[nH]nc(N=CC2=C(O)CC(C)(C)CC2=O)c1-c1ccccc1	13%	i	1%	u	-5%	-14%	i	6%	-3%	-4%	1%
Cc1ccc2c(c1)c1c3n2CCN[C@H]3CCC1	6%[17.1 µM]	u	-17%	i	u	-1%	i	1%	u	0%	-2%
COC(=O)c1ccc(CSc2nc3c(cnn3-c3ccc(C)cc3)c(=O)[nH]2)o1	-25%	i	-12%	u	10%	2%	i	2%	165%	-1%	1%
CCOC(=O)C1CCN(c2c(NCc3ccc(C(=O)NCCC(C)C)cc3)c(=O)c2=O)CC1	22%	u	-3%	i	20%	1%	i	3%	-4%	2%	-1%
COc1ccc(OC)c(NC(=O)C2CCCN(S(=O)(=O)c3c(C)noc3C)C2)c1 (configuration not stated)	14%	i	3%	i	15%	1%	i	-1%	25µM*	-2%	3%

Following part:
SMILES	USP2a inhib	TexasRed autofl	HADH2 inhib	Fluorescein fluor	ERK AVP block	FLuc inh	Rhodamine autofl	HEK293 cAMP ctrl	Tau fil binding	Caspase-1 inhib	Casp7 inh
Cn1c(NC(=O)c2ccccc2NC(=O)C(C)(C)C)nc2ccccc21	x	x	u	x	3%	u	x	29%	63%	-4%	-3%
COC(=O)c1ccc(-n2nnnc2SCc2nn[nH]n2)cc1	-2%	x	-1%	x	-5%	0%	x	14%	13%	-2%	-1%
O=C(CCn1c(=O)oc2ccccc21)Nc1ccccc1	14%	i	10µM*	i	u	-2%	i	-9%	-11%	-1%	-1%
CCOC(=O)c1[nH]c(C)c(C(=O)N2CCOCC2)c1C	x	x	1%	x	-8%	2%	x	u	-15%	3%	1%
Cc1cccc(OCC(O)Cn2c(=N)n(CCN3CCOCC3)c3ccccc32)c1 (configuration not stated)	4%	u	20%	i	-24%	-1%	i	u	16%	-2%	-1%
COc1ccc(Cc2nnc(NC(=O)C3CCCO3)s2)cc1 (configuration not stated)	11%	i	-14%	i	5%	2%	i	0%	3%	2%	0%
Cc1ccc(S(=O)(=O)N(CC(=O)O)Cc2ccccc2F)cc1	-8%	u	3%	i	-4%	0%	i	15%	15%	1%	1%
CC(=O)NCCNc1cc(-c2ccccc2C)ncn1	8%	i	-2%	i	2%	0%[2.29 µM]	i	0%	-4%	-1%	-3%
CCOc1cc(NC(=O)C2CCCCC2)c(OCC)cc1NC(=O)c1ccco1	x	u	28%	i	-3%	0%	i	-8%	-17%	-1%	1%
Cc1ccc2cc(CN(CCCO)S(=O)(=O)c3cccc4nsnc34)c(=O)[nH]c2c1C	24%	i	-4%	i	u	2%	i	-18%	-23%	-1%	1%
COc1ccc(OC)c(C2N(c3ccc(Cl)cc3)C(=O)C3CCCN32)c1 (configuration not stated)	12%	i	3%	i	12%	1%	i	8%	-8%	-2%	-3%
Cc1ccc(-n2ncc3c(=O)n(CC(=O)N4CCCc5ccccc54)cnc32)cc1C	31%[activator]	i	-22%	i	25µM*	-2%	i	22%	-1%	-2%	-2%
O=C(CN(CCc1ccccc1)C(=O)Cn1nnc(-c2cccs2)n1)NCc1ccco1	12%	i	-3%	i	9%	0%	i	25µM*	0%	-3%	-1%
CC1(CCC(=O)OC2CCCCC2)OCCO1	x	i	-20%[11.4 µM]	u	-21%[11.5 µM]	1%[11.4 µM]	i	6%[11.4 µM]	-1%[11.4 µM]	0%[11.5 µM]	1%[11.5 µM]
CCn1nnc(NC(=O)c2ccc(-c3ccc(Cl)cc3)o2)n1	44%[activator]	u	13%	i	15%	-18%	i	18%	3%	1%	-3%
O=C(O)c1ccc(NS(=O)(=O)c2ccsc2C(=O)O)cc1	x	x	-4%	x	1%	x	x	6%	x	1%	-1%
O=C1c2ccccc2C(=O)N1CCc1nc2ccccc2c(=O)n1CCCn1ccnc1	15%	x	4%	x	u	1%	x	-6%	-1%	-2%	0%
O=C(OCCN=C1NS(=O)(=O)c2ccccc21)C1CC(=O)N(c2ccc(Cl)cc2)C1 (configuration not stated)	37%[activator][7.66 µM]	x	-5%[11.4 µM]	x	u	-6%	x	0%[11.4 µM]	-1%[11.4 µM]	-1%	0%
Cc1oc(-c2ccccc2F)nc1CS(=O)(=O)CC(=O)NCCCN1CCc2ccccc2C1	x	x	-4%	x	-28%	-4%	x	11%	17%	-5%	-5%
O=C(CNS(=O)(=O)c1ccc(Br)s1)N1CCC(N2CCCCC2)CC1	1%	i	5%	i	-16%	1%	i	13%	0%	1%	-2%
O=c1cc(NCc2ccccc2)c2ccccc2o1	0%	i	-11%	i	4%	0%	i	6%	8%	2%	-1%
N=c1ccccn1CC(O)COc1ccccc1 (configuration not stated)	-9%	i	-5%	i	-9%	0%	i	7%	-6%	0%	-2%

Screens (PubChem BioAssay)
